DAX1 inh-1: DAX1 (NR0B1) inhibitors on StAR promoter, primary screen, cell-based, luminescence, SF-1 (NR5A1), full-length DAX-1; HEK293T StAR-luciferase reporter, SF-1/DAX-1 repression relief; inhibition, % at 6.8 µM; hit rate 1.1% among 370,000; AID 652010, 2013;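 active = inhibition above the mean over all tested compounds plus 3 SD, cut at about 3.6% in these data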;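 note: 0% = DAX-1 cells with DMSO and 100% = cells lacking DAX-1 with DMSO; higher inhibition means more luminescence from relief of DAX-1 repression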
DAX1 inh-2: DAX1 (NR0B1) inhibitors, primary screen, cell-based, HEK293, Gal4-DAX1, luciferase luminescence; Nuclear receptor subfamily 0 group B member 1 (Homo sapiens), P51843; AID 504766, 2011; hit rate 0.99% among 340,000; inhibition, % at 6.75 µM; HEK293 Gal4-DAX1 luciferase reporter;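 active = inhibition above the mean over all tested compounds plus 3 SD, cut at about 4.2% in these data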;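 note: 0% = DAX1-transfected cells with DMSO and 100% = empty-vector control cells with DMSO; inhibition shows as a rise in luminescence from relieved DAX1 repression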
Target sequence (P51843 207-470 limits assumed): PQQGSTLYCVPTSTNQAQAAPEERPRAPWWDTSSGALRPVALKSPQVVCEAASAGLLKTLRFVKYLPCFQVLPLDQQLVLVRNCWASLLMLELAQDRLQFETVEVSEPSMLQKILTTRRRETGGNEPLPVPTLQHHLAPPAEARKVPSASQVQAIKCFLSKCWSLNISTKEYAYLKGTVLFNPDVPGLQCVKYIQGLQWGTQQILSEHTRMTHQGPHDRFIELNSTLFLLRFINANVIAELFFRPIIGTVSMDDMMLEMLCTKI
ADAM17 inh: ADAM17 inhibitors, primary screen, biochemical, QFRET; Disintegrin and metalloproteinase domain-containing protein 17 (Homo sapiens), P78536; recombinant ADAM17, EDANS/DABCYL FRET peptide cleavage; inhibition, % at 6.95 µM; hit rate 0.83% among 370,000;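 active = inhibition above the mean of compounds lying between control limits plus 3 SD, set per campaign, cut at about 8.5% in these data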;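 note: 0% = DMSO-only wells as the low control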
ADAM10 inh: human ADAM10 inhibitors, primary screen, biochemical, QFRET, HTS; Disintegrin and metalloproteinase domain-containing protein 10 (Homo sapiens), O14672; recombinant ADAM10, EDANS/DABCYL FRET peptide cleavage, 3 h; inhibition, % at 7 µM; hit rate 0.62% among 370,000; AID 720582, 2013;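 active = inhibition above a per-campaign cutoff equal to the mean of compounds falling between control-based bounds plus 3 SD, cut at about 20% in these data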;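 note: 0% = DMSO wells while the 100% control is not disclosed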
Target sequence (O14672 214-748 limits assumed): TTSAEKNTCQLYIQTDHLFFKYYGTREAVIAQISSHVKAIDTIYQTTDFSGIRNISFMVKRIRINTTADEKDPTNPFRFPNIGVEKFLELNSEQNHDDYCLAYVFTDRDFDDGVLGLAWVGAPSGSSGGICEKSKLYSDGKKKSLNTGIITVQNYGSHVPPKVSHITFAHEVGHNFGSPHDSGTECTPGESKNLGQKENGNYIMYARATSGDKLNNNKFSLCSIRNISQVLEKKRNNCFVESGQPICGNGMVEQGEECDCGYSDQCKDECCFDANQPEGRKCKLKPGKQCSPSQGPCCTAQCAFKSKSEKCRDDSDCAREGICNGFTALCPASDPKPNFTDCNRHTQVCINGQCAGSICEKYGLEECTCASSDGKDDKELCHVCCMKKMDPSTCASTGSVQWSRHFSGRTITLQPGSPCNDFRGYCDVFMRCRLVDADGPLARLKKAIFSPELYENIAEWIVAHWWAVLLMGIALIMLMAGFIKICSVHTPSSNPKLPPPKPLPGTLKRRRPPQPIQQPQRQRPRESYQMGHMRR
hcDAF12 agonist: H. contortus DAF-12 nuclear receptor activators, primary screen, cell-based, luminescence, HEK293, lit1-tk-luc reporter; HEK293 hcDAF-12 lit1-tk-luc reporter; 0% DMSO, 100% Δ7-dafachronic acid; hit rate 1.4% among 370,000; activation, % at 6.8 µM;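 active = activation above the mean of all tested compounds plus 3 SD, cut at about 5.5% in these data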;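 note: 100% = response to 3 µM Δ7-dafachronic acid high control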
GAA850 FXN act: FXN promoter activators, primary screen, cell-based, luciferase luminescence, HEK293 lucGAA850; HEK293 lucGAA850 FXN promoter luciferase reporter, 24 h; percent of 10 µM SAHA response; activation, % at 6 µM; hit rate 0.56% among 360,000; AID 540364, 2011;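 active = activation above the average of all compounds screened plus 3 SD, cutoff fixed separately per campaign, cut at about 7.5% in these data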;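 note: 0% = DMSO wells and 100% = 10 µM SAHA wells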
SMARCA2 act: SMARCA2 (BRM) function activators, primary screen, cell-based, luminescence, high throughput; activation, % at 9.1 µM; MG213 cells, MMTV-luciferase reporter, dexamethasone, overnight; AID 652017, 2013; hit rate 1% among 370,000; in the data active = activation above about 7.8%;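 note: 0% = vehicle wells and 100% = reference activator wells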
GC-A act: GC-A stimulated cGMP production enhancers – HEK293 GC-A cells, cGMP TR-FRET, EC30 ANP, primary screen. Atrial natriuretic peptide receptor 1 (Homo sapiens), P16066. activation, % at 10 µM. hit rate 0.14% among 370,000. AID 1671463, 2021. 0% at EC30 ANP, 100% saturating ANP; in the data active = activation above about 40%
PG9 binder: binders of HIV-1 gp120 antibody PG9, primary screen, biochemical, TR-FRET | HIV-1 gp120 / PG9 antibody interaction | TR-FRET gp120-PG9 antibody binding | inhibition, % at 6.7 µM | hit rate 0.43% among 360,000; in the data active = inhibition above about 8.5%
hgDAF-12 ag: H. glycines DAF-12 receptor agonists, primary screen, cell-based, luminescence, HEK293, GAL4 fusion, UAS-luciferase; activation, % at 6.8 µM; HEK293 GAL4-hgDAF12 UAS-luciferase reporter, agonist luminescence; normalized to butyrate control; hit rate 1.8% among 370,000;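 active = activation above a cutoff set at the mean of all screened compounds plus 3 SD, cut at about 10% in these data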;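 note: 0% = DMSO wells and 100% = sodium butyrate wells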
ssDAF-12 act: S. stercoralis DAF-12 nuclear receptor activators, primary screen, cell-based, luminescence, HEK293, GRIP1 co-expression, lit1-tk-luc | Nuclear hormone receptor DAF-12 (Strongyloides stercoralis) | HEK293 ssDAF-12/GRIP1 lit1-tk-luc reporter; % of 3 µM dafachronic acid response | activation, % at 6.8 µM | hit rate 1% among 370,000 | AID 652126, 2013;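 active = activation above the mean over all tested compounds plus 3 SD, cut at about 0.9% in these data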;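 note: 0% = DMSO-only wells and 100% = 3 µM delta7-dafachronic acid wells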
Numbers without * were called inactive; · = not tested or not shown. Compounds as they come; 6.8% or so of the library scored in one or more.

SMILES	DAX1 inh-1	DAX1 inh-2	ADAM17 inh	ADAM10 inh	hcDAF12 agonist	GAA850 FXN act	SMARCA2 act	GC-A act	PG9 binder	hgDAF-12 ag	ssDAF-12 act
CCCSc1nnc(-c2cnn(-c3ccccc3)c2-n2cccc2)n1C	-0.5	-1.3	-1	4	-0.2	0.2	0	1	-1.0	-3.1	-1.1
O=C1/C(=C\c2ccc(C(F)(F)F)cc2)CSc2sccc21	0.7	-2.0	2	11	0.7	1.8	6	7	-1.1	2.1	-1.4
Cc1ccc(S(=O)(=O)N2CCC(NC(=O)c3cccc(C)c3)CC2)cc1	1.9	0.0	-3	0	-0.3	1.2	0	3	-0.1	3.7	-1.1
O=C(Cc1cccc2ccccc12)NCCC1=CCCCC1	-0.1	0.8	-1	4	0.5	-0.3	-2	0	3.8	2.1	-0.9
O=C(Nc1ccccc1Cl)c1cc(C2CCCCN2S(=O)(=O)c2ccccc2)on1 (stereo not drawn)	0.6	·	4	17	-1.7	0.9	-3	0	0.4	-1.7	-1.2
Fc1ccc(/C=N/Nc2nc(-c3cccnc3)nc3ccccc23)cc1	0.2	-2.2	-3	-7	-0.1	2.2	11*	-3	-0.9	1.6	-2.2
COc1cc(C2SCC(=O)N2c2nnc(C34CC5CC(CC(C5)C3)C4)s2)cc(OC)c1OC (stereo not drawn)	0.6	-0.6	-5	4	1.5	-1.2	-3	3	-1.2	1.1	-2.0
COc1ccc(NC(=O)c2cc3c(=O)n4ccccc4nc3n2C)cc1OC	-1.2	-0.6	-5	8	-1.5	0.0	3	8	-1.6	-1.2	-1.4
Cc1cccc(NC(=S)NCc2ccc(F)cc2)c1C	-0.2	-0.9	-4	-5	-2.6	0.1	-1	7	-0.7	-1.8	-1.3
Cc1cc(NC(=O)CSc2cn(CC(=O)N(C(C)C)C(C)C)c3ccccc23)no1	-1.1	-0.2	0	5	-0.4	-1.5	-2	1	-3.0	1.4	-1.1
C=CCOCC(O)Cn1c(N2CCCC2)nc2c1c(=O)[nH]c(=O)n2C (stereo not drawn)	-0.5	-0.8	1	0	-0.4	0.6	2	-3	-0.5	-1.5	-0.9
O=C(Nc1cc(Cl)ccc1Cl)c1cc(-c2ccco2)on1	0.7	-1.9	-1	0	3.4	1.0	4	1	-0.2	0.6	-0.3
Cn1ncc(N2CCN(C(=O)c3ccc(Cl)cc3)CC2)c(Cl)c1=O	-0.2	4.0	-7	-4	-0.7	0.8	-3	-1	-2.4	-2.2	-1.8
CCN(C[C@H]1N[C@@](Cc2ccccc2)(C(=O)OC)[C@H]2C(=O)N(Cc3ccccc3)C(=O)[C@@H]12)C(C)=O	-0.3	-1.2	3	-4	4.3	-2.4	-2	-1	-0.7	-2.3	-1.3
O=C(CC1Sc2ccccc2NC1=O)NNc1cc(Cl)ccc1Cl (stereo not drawn)	-0.6	-0.3	-4	-7	0.0	0.7	-1	-9	-2.5	1.6	-0.6
N=C1C(c2nc(-c3ccc(F)cc3)cs2)=C(O)CN1Cc1ccc(Cl)cc1	-0.2	-1.8	-10	-9	-0.2	-3.8	-3	-4	2.4	-1.6	-0.9
Cc1cccc(NC(=O)CCC(=O)OCC(=O)c2ccc(Oc3ccc([N+](=O)[O-])cc3)cc2)c1	-0.3	1.2	0	-4	0.3	2.1	0	29	-1.5	-4.0	-1.7
CCOc1ccc(NC(=O)CN(C)C(=O)c2ccc(COc3ccccc3)cc2)cc1OCC	-2.7	-0.6	5	7	0.1	0.6	-1	4	1.5	-2.8	-1.8
COC(=O)c1ccc(Cn2nc(C)c(Cl)c2C)o1	0.5	0.0	-3	-2	-2.0	2.3	0	4	1.0	-1.1	-1.0
COc1ccc(Cn2c(SCC(=O)NCc3ccco3)nc3ccsc3c2=O)cc1	-0.8	0.6	2	6	-2.8	0.1	-3	6	-0.5	-2.9	-2.1
Cc1ccc(CN2C(=O)C[C@@H](NC(=O)OCC3c4ccccc4-c4ccccc43)C/C=C\C2c2ccc(C)cc2)cc1 (stereo partly drawn)	0.1	0.7	2	1	0.6	-0.1	-4	-2	0.1	-2.2	-0.4
CCOC(=O)CSc1nc2ccccc2c(=O)n1CCCCCC(=O)NCc1ccco1	-0.9	-0.8	-5	-12	-2.4	3.7	-2	-4	2.8	-3.9	-1.9
CN1CCN(/N=C/c2cccc(Cl)c2Cl)CC1	0.2	1.9	-2	-7	-0.5	4.4	0	18	-1.0	2.2	-0.8
O=c1cc(CN2CCN(C/C=C/c3ccccc3)CC2)c2cc(O)ccc2o1	-1.5	-2.1	-1	2	-1.9	-0.9	-3	·	1.5	-1.7	-1.5
O=C(CN1C(=O)/C(=C2/SC(=S)N(CCS(=O)(=O)O)C2=O)c2ccccc21)Nc1cccc(Br)c1	-0.6	2.6	-2	-1	-0.8	-0.7	-2	0	-2.1	1.3	-0.7
COC(=O)c1c(N2C(=O)[C@H]3[C@@H](C2=O)[C@]2(C(=O)Nc4c(C)cc(C)cc42)N2CCC[C@@H]32)sc(C)c1C	-0.2	2.6	3	-3	4.1	-1.5	0	-11	-0.3	4.4	-1.2
Cc1nn(C)cc1NC(=O)Cn1nc(C(F)(F)F)cc1C1CC1	0.1	1.1	1	3	-2.1	2.8	4	-1	-2.9	-0.3	-2.6
O=C(c1ccccc1)N1CCC2CCN(S(=O)(=O)c3ccccc3)CC21 (stereo not drawn)	-0.6	·	0	0	-2.7	·	3	2	2.1	0.7	-0.9
CCn1nccc1C(=O)Nc1nccs1	-0.2	1.2	-2	4	2.9	0.8	-4	3	-1.5	2.1	-1.1
COc1cccc(Nc2nc(Nc3ccc(Cl)c(C(=O)O)c3)nc(C)c2[N+](=O)[O-])c1	0.7	0.5	-8	-5	-0.3	1.6	5	3	-0.3	3.3	-0.8
O=C(NCC1CCCN1S(=O)(=O)c1cccs1)C(=O)Nc1cccc(F)c1 (stereo not drawn)	1.6	-1.4	1	1	-1.7	2.5	-1	0	0.2	0.0	-1.0
O=C(Nc1ccc(Oc2cccc3ccccc23)cc1)c1ccco1	-1.9	0.1	4	14	-3.6	-2.7	-1	7	2.8	-3.1	-2.3
COc1ccc(Nc2ccc(N3C(=O)CCCC3=O)cc2[N+](=O)[O-])c(OC)c1	-0.5	-0.1	1	10	-2.8	1.8	-3	-1	-3.6	0.6	-1.3
Cc1ccccc1C(=O)N1CCc2cc(-c3csc(NC(=O)CN4CCCC4)n3)ccc21	-1.0	-1.8	0	7	-0.8	2.5	-2	2	-0.9	4.1	-1.1
Nc1cc(Nc2ccccc2)c2nonc2c1[N+](=O)[O-]	0.0	1.3	6	5	-2.2	0.5	-3	4	-0.1	-0.5	-1.7
CCc1cc(=O)oc2cc(OCC=C(C)C)ccc12	-0.1	-1.4	-55	-191	-1.7	3.6	3	-4	-0.1	2.4	-1.3
O=C(O)CC1S/C(=N\N=C2\C(=O)Nc3ccccc32)N(c2ccc(O)cc2)C1=O (stereo not drawn)	0.1	0.0	-2	-2	0.2	-1.3	0	1	-3.4	1.2	-1.4
COc1ccc(C(C(=O)NCC2CCCO2)N(Cc2cccs2)C(=O)c2snc(C(N)=O)c2N)cc1OC (stereo not drawn)	-1.1	-2.2	-43	-104	-1.7	0.8	-2	-14	-1.0	-3.1	-1.7
CCOC(=O)c1cnc(SC)nc1Nc1cccc(F)c1	0.1	-0.1	-2	0	-1.1	0.9	1	-2	-0.4	-1.6	-1.3
O=[N+]([O-])c1cnc(N2CCCCC2)c([N+](=O)[O-])c1	1.0	-0.2	-3	-6	-0.2	2.0	2	1	-1.3	-1.8	-1.0
O=C(Nc1cc(=O)c2ccccc2o1)N1CCCCC1	0.1	0.6	1	-11	-0.1	-1.4	5	-1	0.1	1.0	-1.8
CC1CN(C(=O)N(C)C)CCN1C(=O)N(C)C (stereo not drawn)	0.7	0.1	-3	2	-0.9	1.0	-2	0	1.5	-2.4	-1.4
O=C(c1ccco1)c1nnn(Cc2ccccc2)c1-c1ccccc1	-0.2	-0.4	1	4	-2.8	-0.5	-2	-8	0.9	-0.7	-1.0
CC(=O)N1CCN(CCN(CC2C(C)C=C(C)CC2C)C(C)=O)CC1 (stereo not drawn)	0.0	-0.1	-7	4	-0.7	1.1	1	1	-0.6	-0.4	-0.9
Cn1c(=O)c2cc(S(=O)(=O)N3CCN(Cc4ccccc4)CC3)ccc2n(C)c1=O	0.4	·	-2	-4	1.9	·	-4	-3	·	0.2	-0.8
COc1ccc(NC(=O)CSc2nnc(Cc3cccn3C)n2-c2ccc(C)cc2)cc1OC	-0.5	-1.2	-4	0	-1.5	-3.5	0	-6	-0.6	0.5	-2.0
NS(=O)(=O)c1ccc(CCNC(=O)c2cccc3ccccc23)cc1	0.5	-0.8	-2	-3	2.1	-0.5	-2	0	0.2	1.6	-1.4
Cc1ccc(S(=O)(=O)CC(O)COc2ccccc2C#N)cc1 (stereo not drawn)	-0.3	0.2	0	-1	-2.2	2.6	2	-1	-1.7	-1.6	-1.6
C/C(=N\NC(=O)c1ccc(Cl)c(S(=O)(=O)Nc2ccccc2Cl)c1)c1ccncc1	-0.5	-2.2	1	9	2.7	3.6	-3	-4	-0.9	0.0	-1.2
COc1ccc(-c2nn(-c3ccccc3)cc2C2CC(c3cccs3)=NN2C(=O)CCCC(=O)O)cc1 (stereo not drawn)	0.6	-1.1	-6	-18	0.9	1.5	-1	2	-1.8	-2.5	-0.2
O=C(CSc1cccc(C(F)(F)F)c1)Nc1ccc(Cl)cc1Cl	0.1	-0.1	-3	-4	-1.3	-0.3	-2	0	-0.1	1.2	-1.9
O=C(O)CCCCCNC(=O)CCn1cnc2ccccc2c1=O	0.3	-1.2	2	2	1.0	-0.5	2	-2	-0.6	1.5	-0.7
O=C(C1=C[C@H](c2ccc(Br)cc2)C[C@H](OCCCCO)O1)N1CCOCC1	-0.6	2.1	2	-2	-2.0	·	0	-2	1.2	0.8	-1.2
Cc1cccc(Cl)c1NC(=O)NCCCN1CCOCC1	0.0	·	-3	3	-0.3	·	-2	3	0.2	-1.9	-0.5
C=C1CC(COc2cc(=O)oc3ccccc23)(c2ccccc2)OC1=O (stereo not drawn)	0.2	-0.2	0	1	-1.1	4.7	-1	-30	0.6	1.7	-0.9

Bioassay records deposited in PubChem BioAssay by several laboratories.
